Screening data from PubChem.
FEN1 inhibitor: inhibitors of human flap endonuclease 1 | P39748 | 390,000 tested, 0.35% active | Recombinant FEN1 flap cleavage, fluorescence, 15 min | Potency, µM (top dose mostly 114 µM), for the others: top-dose activity change, negative = inhibition, hits mostly inhibitors | AID 588795; also: nearly all actives have a fitted effect of over 65% in size
Target sequence (P39748 whole entry, looked up): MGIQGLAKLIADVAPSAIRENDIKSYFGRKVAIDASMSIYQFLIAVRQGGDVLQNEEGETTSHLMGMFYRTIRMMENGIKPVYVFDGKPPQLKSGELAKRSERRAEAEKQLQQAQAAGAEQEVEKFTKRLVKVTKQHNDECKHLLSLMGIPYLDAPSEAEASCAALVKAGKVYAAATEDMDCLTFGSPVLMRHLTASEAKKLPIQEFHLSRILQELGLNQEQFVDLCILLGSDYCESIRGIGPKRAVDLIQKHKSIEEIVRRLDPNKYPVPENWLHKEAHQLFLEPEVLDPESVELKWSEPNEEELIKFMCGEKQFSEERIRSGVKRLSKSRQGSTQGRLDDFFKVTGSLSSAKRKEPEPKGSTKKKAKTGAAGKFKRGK
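Nuclease activity of 10 nM FEN1 was measured after 15 min of room-temperature exposure to titrated compounds, by adding 50 nM flap substrate and reading plates at 0 and 15 min.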
KAT2A inh: blocks human GCN5L2 histone acetyltransferase; Q92830; GCN5L2 HAT assay, ThioGlo1 CoA-SH fluorescence; Potency, µM (highest dose often 58.9 µM), for the others: top-dose activity change, negative = inhibition, hits mostly inhibitors; 390,000 tested, 0.21% active
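Enzyme at 20nM final was mixed with library compounds for 15 min at room temperature. Peptide H3(1-25) at 75uM, acetyl-CoA at 70uM and ThioGlo1 at 50uM were then added. Plates were read immediately and after 20 min (Ex340nm/Em540nm).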
DT40 TDP1 CPT: growth inhibition of DT40 Tdp1-/-;hTDP1 cells with camptothecin (screen for TDP1 inhibitors). chicken DT40 Tdp1-/-;hTDP1 cells + 20 nM CPT, ATP luminescence, 48 h. Potency, µM (series often up to 46.2 µM), inactives show top-dose activity change, negative = growth inhibition, usual class: inhibitors. 420,000 tested, 12% active. AID 686979; also: nearly all actives have a fitted effect of over 55% in size
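Chicken DT40 Tdp1-/- cells stably complemented with human TDP1 were seeded at 400 cells/well in medium containing 20 nM camptothecin, exposed to pin-transferred compounds, and grown at 37 °C for at least 48 hr. Viability was read as ATP luminescence.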
An asterisk follows results filed as active; ? = inconclusive; . = not tested or not shown; & = joins results of further samples; [ ] = another dose, or the depositor's remark. Calls follow the shape of the dose curve; as a rule, active = well fitted curve in the direction sought with a large enough effect; inconclusive = small, poorly fitted or top-dose-only effect, or another doubt; inactive = no such curve, though single readings can be large; an effect the other way counts as inactive or inconclusive. % is scaled to controls: 0 for no effect and ±100 for the full control effect; potency is read from the fitted curve at half-maximal effect. These rows are one share of the data; rates above refer to the full screens.

SMILES	FEN1 inhibitor	KAT2A inh	DT40 TDP1 CPT
CSc1ccc(/C=C/C(=O)N2CCCN(C)CC2)cc1	1%	-11%	4%
Cc1nc2ccc(Cl)cn2c1C(=O)NN	5%	-12%	-3%
Cc1ccc(Nc2nc3ccccc3[nH]2)nc1	-8%	-3%	?
Cc1cccc(-c2nc(CSCC(=O)NCCc3ccc(Cl)cc3)c(C)o2)c1	?	-11%	?
CCCC(=O)N1CC(=O)Nc2ccc(Br)cc2C1c1ccc(F)cc1 (configuration not stated)	3%	21%	?
O=C(O)c1ccc(CNCc2cccc(Cl)c2Cl)cc1	7%	-5%	-25%
NS(=O)(=O)c1ccc(N=Nc2c(O)ccc3ccccc23)cc1	10%	-3%	-13%
Cc1ccc(C(=O)Nc2ccccc2C(=O)O)cc1S(=O)(=O)Nc1ccc(Br)cc1	-5%	.	-16%
Cc1cc(Cl)c(S(=O)(=O)N(C)C)cc1OCC(N)=O	-7%	0%	2%
Cc1ccc2c(=O)cc(C(=O)Nc3c(C(=O)c4ccccc4)oc4ccccc34)oc2c1	-2%	-15%	-9%
CCc1ccc(N2CC(C(=O)OCC(=O)Nc3ccc([N+](=O)[O-])cc3)CC2=O)cc1 (configuration not stated)	1%	-4%	3%
CCOC(=O)CN(C(=O)CSc1nnc(C)n1-c1ccccc1)c1cccc([N+](=O)[O-])c1	4%	-11%	-14%
COc1ccc(NC(=O)CN2CCC(NC(=O)c3ccc(OC)cc3)CC2)cc1	-5%	-6%	-25%
CC(C)(C)c1ccc(OCCCC(=O)NC2=NCCS2)cc1	-4%	1%	?
CSc1ccc(CCNC(=O)C(C)n2nc(C)c3sc4ccccc4c3c2=O)cc1 (configuration not stated)	?	-9%	?
C/C=C/C(=O)Nc1nnc(C(C)C)s1	3%	0%	-9%
Cc1ccc(/C=C/C2=NN(C)C(=O)CC2)cc1	0%	-23%	-2%
Cc1ccc(S(=O)(=O)Nc2nc3n(n2)C(c2ccc(Cl)cc2)CC(=O)N3)cc1 (configuration not stated)	1%	-10%	14%
O=C(C1=C[C@@H](c2ccc(C(F)(F)F)cc2)C[C@@H](OCCCCO)O1)N1CCN(Cc2ccc3c(c2)OCO3)CC1	-22%	-2%	18µM*
CCCCN(C)C(=O)C1CCN(Cc2cccnc2)CC1	-1%	-2%	7%
CC1CC(C)CN(S(=O)(=O)N2CCC(C(=O)NCCC3=CCCCC3)CC2)C1 (configuration not stated)	-6%	-1%	-4%
Fc1ccccc1Cc1ccc(Cl)nn1	5%	0%	1%
Cc1ccc(CNC(=O)c2ccc[nH]2)cc1	2%	-2%	8%
CCCN(CCC)CC(=O)Nc1cccc2c1OCO2	-1%	-8%	-16%
Cc1ccc2c(cnn2C(=O)CCC(=O)N2CCCCC2C)c1 (configuration not stated)	-1%	?	1%

Overlap with the part before: three compounds, followed by the next part.
SMILES	FEN1 inhibitor	KAT2A inh	DT40 TDP1 CPT
Cc1ccc(CNC(=O)c2ccc[nH]2)cc1	2%	-2%	8%
CCCN(CCC)CC(=O)Nc1cccc2c1OCO2	-1%	-8%	-16%
Cc1ccc2c(cnn2C(=O)CCC(=O)N2CCCCC2C)c1 (configuration not stated)	-1%	?	1%
COc1ccc(N(C(=O)c2cccnc2)S(=O)(=O)c2ccccc2)cc1	-3%	2%	6%
O=C(NNC(=S)NC(=O)c1cccc([N+](=O)[O-])c1)c1ccc(O)cc1	-4%	-22%	-1%
COc1n[nH]c(C(=O)Nc2cc(F)ccc2C)c1[N+](=O)[O-]	0%	-5%	-21%
Cc1ccccc1CCNC(=O)c1cc2ccccn2n1	-3%	-4%	?
CCOC(=O)C1(CC2CCCCO2)CCN(C(=O)Nc2ccc(SC)cc2)CC1 (configuration not stated)	-10%	-8%	-28%
CCOc1ccc(CNS(=O)(=O)c2cc3c(cc2C)NC(=O)CO3)cc1	-9%	-2%	-10%
Cc1ccc2c(c1)c1c3n2CCN(CC#N)C3CCC1 (configuration not stated)	-3%	1%	37%[activator]
CC(C)(C)C(=O)OC/C(N)=N/OC(=O)c1ccc(Cl)c(Cl)c1	3%	0%	-4%
COc1ccc(NC(=O)NCCCCc2ccccc2)cc1OC	-15%	-24%	?
COc1cc(OC)cc(-c2nc3nc(C)c(CCC(=O)O)c(C)n3n2)c1	6%	-17%	3%
Cc1ccc(C)c(NCCC#N)c1	1%	1%	21%
CCc1nnc(NC(=O)CCC(=O)N2CCN(c3cc(C)ccc3C)CC2)s1	13%	-1%	?
CC(Oc1ccccc1)C(=O)Nc1nc2c(s1)C(=O)CC(C)(C)C2 (configuration not stated)	1%	25%	-4%
C=CCn1c(CSc2ccc(C)cc2)n[nH]c1=S	21%	-3%	-24%
CC1(C)CC(=O)c2cnc(N3CCc4ccccc4C3)nc2C1	11%	-2%	?
Cc1cc(F)ccc1NC(=O)Cn1c(=O)ccc2cc(S(=O)(=O)N3CCC(C)CC3)ccc21	-8%	-7%	-9%
CCOC(=O)Cn1c2c(c(=N)c3ccccc31)CCC2	4%	-1%	-10%
CCOC(=O)c1ccc(NC(=O)N2CC(C)OC(C)C2)cc1 (configuration not stated)	-2%	2%&-2%	5%
CCCCn1c(CN2CCN(c3cccc(Cl)c3)CC2)nc2c1c(=O)[nH]c(=O)n2C	3%	0%	3.3µM*
CC(C)COc1nc2ccccc2c(=O)n1OCC(=O)O	-7%	-1%	-1%
Cc1cc(C)c(OCC(=O)OCC(=O)N(C)C2CCS(=O)(=O)C2)c(C)c1 (configuration not stated)	-5%	-6%	0%
CCOC(=O)c1c(NC(=O)CSc2cn(CCNC(=O)c3c(F)cccc3F)c3ccccc23)sc2c1CCC2	8%	-7%	?
CS(=O)(=O)N1CCN(c2ccc(NC(=O)CSc3nnc(-c4ccco4)o3)cc2)CC1	-1%	-1%	11%
COC(=O)[C@@H]1CC2=CC(=O)CC[C@]2(C)[C@@]23O[C@@H]2C[C@@]2(C)[C@@H](CC[C@@]24CCC(=O)O4)[C@H]13	.	9%	5%
CCOC(=O)N1CCN(Cc2nc3cc([N+](=O)[O-])ccc3n2CC)CC1	20%	-4%	?

Compound profiles (already shown). Screens in order: FEN1 inhibitor | KAT2A inh | DT40 TDP1 CPT
Listed for CCOc1ccc(CNS(=O)(=O)c2cc3c(cc2C)NC(=O)CO3)cc1 : -9% | -2% | -10%
Listed for COc1ccc(N(C(=O)c2cccnc2)S(=O)(=O)c2ccccc2)cc1 : -3% | 2% | 6%
Listed for CCOC(=O)C1(CC2CCCCO2)CCN(C(=O)Nc2ccc(SC)cc2)CC1 (configuration not stated) : -10% | -8% | -28%
Listed for CCOC(=O)c1ccc(NC(=O)N2CC(C)OC(C)C2)cc1 (configuration not stated) : -2% | 2%&-2% | 5%

In the list so far, two contain a tert-butyl group:
SMILES	FEN1 inhibitor	KAT2A inh	DT40 TDP1 CPT
CC(C)(C)c1ccc(OCCCC(=O)NC2=NCCS2)cc1	-4%	1%	?
CC(C)(C)C(=O)OC/C(N)=N/OC(=O)c1ccc(Cl)c(Cl)c1	3%	0%	-4%

More entries follow.
SMILES	FEN1 inhibitor	KAT2A inh	DT40 TDP1 CPT
COc1ccc(OCCCC(=O)Nc2cccc(C(C)=O)c2)cc1	-1%	-4%	?
Cc1ccc(S(=O)(=O)N2CCOCC2)cc1C(=O)Nc1cc(Cl)ccc1N1CCOCC1	3%	-15%	23µM*
CCCN1CCN(C(=O)Nc2ccc(OCC)cc2)CC1	0%	0%	-10%
Cc1cc(F)ccc1S(=O)(=O)N1CCCOC1CNC(=O)C(=O)NC1CCCC1 (configuration not stated)	3%	-15%	-5%
COc1ccc(/C(C)=N/OCC(=O)N2CC3(C)CC2CC(C)(C)C3)cc1 (configuration not stated)	2%	2%	?
O=C(Nc1cc2c(cc1C(=O)c1ccccc1Cl)OCCO2)c1ccc(Br)cc1	-17%	-4%	0%
CN(C)C(=O)c1ccc(-c2cncnc2NCCc2cnc[nH]2)cc1	.	-1%	?
Cc1c(C#N)c(SCC(N)=O)nc2c1CCCC2	-1%	-2%	-2%
CCNC(=O)NC(=O)CSc1nc2ccccc2n1CC(C)C	-1%	?	?
CCCn1c(N)c(C(=O)COC(=O)CNC(=O)c2ccc(C)c(C)c2)c(=O)n(C)c1=O	3%	3%	-1%
COCCNC(=O)c1cc(OC)c(OC)cc1[N+](=O)[O-]	-8%	-6%	7%
COC(=O)C1=C(C)NC(=O)C1(NS(=O)(=O)c1ccc(C)cc1)C(F)(F)F (configuration not stated)	-1%	-1%	-4%
O=C(NC(=O)c1c(F)cccc1F)Nc1cccc(Oc2ncc(Cl)cn2)c1	1%	.	?
CCc1cccc(NC(=O)COC(=O)C2CCN(c3ccc(C(F)(F)F)cn3)CC2)c1	-17%	-10%	0%
COc1cc(CN2CCC(Oc3cc(C(=O)NC4CC4)ccc3OC)CC2)cc(OC)c1	35%[activator]	-9%	?
COCCc1nn2c(=O)cc(COC(=O)c3cccs3)nc2s1	22%	4%	5%
CC[C@]1(C(=O)OC)[C@H]2C(=O)N(C)C(=O)[C@H]2[C@H]2CN(C)C(=NC3CCCCC3)N21	19%	-6%	0%
CCOC(=O)c1ccccc1NC(=O)CSc1nnc(C(C)C)n1CC	-6%	0%	-3%
COC(=O)c1ccc(C2NC(C(=O)O)CS2)cc1 (configuration not stated)	-9%	-3%	-20%
CCCCNS(=O)(=O)c1ccc2nc(SCC(=O)Nc3sccc3C#N)[nH]c2c1	-3%	-15%	23µM*
O=C(Nc1nc2ccccc2s1)c1ccc([N+](=O)[O-])o1	17%	-4%	15µM*
Cn1c(SCC(=O)Nc2ccc(F)cc2)nc2c([nH]c3ccccc32)c1=O	-1%&16%	-11%&4%	18µM*
CCn1cc(C(=O)O)c(=O)c2cnc(N3CCN(C(=S)Nc4ccccc4C(F)(F)F)CC3)nc21	4%	?	-30%
CC(=O)c1ccc(-n2c(C)c(C(C)=O)c3cc(O)ccc32)cc1	-5%	0%	?
N#Cc1ccc(Cl)cc1NC(=O)COC(=O)c1ccc(S(=O)(=O)N2CCCC2)cc1	8%	0%	20%
COc1ccc(O)c(/C=N/NC(=O)c2ccc(CSc3nc(C)cc(C)n3)cc2)c1	-11%	-20%	4.6µM*
Cc1nc2ccccn2c(=O)c1NC(=O)c1cccc(F)c1	-2%	-15%	-8%
O=C(/C=C/c1c[nH]c2ccccc12)c1ccccc1	-2%	-10%	21µM*
CCCCN(C)Cc1cc(=O)oc2ccc3ccccc3c12	-4%	-8%	-10%
Cc1ccccc1NC(=O)c1cnn(-c2ccccc2)c1NC(=O)c1ccco1	10%	-1%	-1%

For reference, part of the list above:
SMILES	FEN1 inhibitor	KAT2A inh	DT40 TDP1 CPT
CCCCNS(=O)(=O)c1ccc2nc(SCC(=O)Nc3sccc3C#N)[nH]c2c1	-3%	-15%	23µM*
O=C(Nc1nc2ccccc2s1)c1ccc([N+](=O)[O-])o1	17%	-4%	15µM*
Cn1c(SCC(=O)Nc2ccc(F)cc2)nc2c([nH]c3ccccc32)c1=O	-1%&16%	-11%&4%	18µM*
CCn1cc(C(=O)O)c(=O)c2cnc(N3CCN(C(=S)Nc4ccccc4C(F)(F)F)CC3)nc21	4%	?	-30%
CC(=O)c1ccc(-n2c(C)c(C(C)=O)c3cc(O)ccc32)cc1	-5%	0%	?
N#Cc1ccc(Cl)cc1NC(=O)COC(=O)c1ccc(S(=O)(=O)N2CCCC2)cc1	8%	0%	20%
